LmPK inh – inhibitors of Leishmania mexicana pyruvate kinase; AID 1721; Q27686; 290,000 tested, 0.37% active; Potency, µM (doses to about 57.5 µM), for the others: at the highest dose activity change, negative = inhibition, usual class: inhibitors; purified LmPK, Kinase-Glo ATP luminescence, 1 h
Target sequence (Q27686 whole entry, looked up): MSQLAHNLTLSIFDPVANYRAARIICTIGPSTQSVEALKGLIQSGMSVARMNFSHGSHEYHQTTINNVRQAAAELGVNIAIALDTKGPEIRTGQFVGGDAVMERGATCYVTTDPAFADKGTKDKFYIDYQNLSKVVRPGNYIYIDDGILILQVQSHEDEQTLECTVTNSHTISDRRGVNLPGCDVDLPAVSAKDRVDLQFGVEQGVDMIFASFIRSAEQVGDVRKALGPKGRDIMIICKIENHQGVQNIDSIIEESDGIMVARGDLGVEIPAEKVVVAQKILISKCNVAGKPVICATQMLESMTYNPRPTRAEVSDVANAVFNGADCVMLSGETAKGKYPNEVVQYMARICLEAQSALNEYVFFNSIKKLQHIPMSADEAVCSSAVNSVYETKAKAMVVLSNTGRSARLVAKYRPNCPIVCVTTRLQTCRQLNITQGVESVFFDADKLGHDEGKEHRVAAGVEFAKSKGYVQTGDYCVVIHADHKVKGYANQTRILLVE
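Screened at intermediate enzyme activity to detect both inhibitors and activators: LmPK at 0.1 nM, with a 0.5 nM enzyme column as activation reference. PEP 0.5 mM, ADP 0.1 mM; ATP detected by luminescence after 1 h.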
Pf growth 96h – P. falciparum growth inhibition at 96 hours; 320,000 tested, 6.9% active; P. falciparum luciferase reporter growth, 96 h; Potency, µM (series often up to 28.7 µM), for inactives: top-dose activity change, negative = inhibition, hits mostly inhibitors
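Two-generation exposure (96 h) targets delayed-death phenotype. Reporter parasites carrying integrated firefly luciferase, in red cells at 2% hematocrit and 0.05% parasitemia final, kept at 37 C, 5% CO2; luminescence loss indicates inhibition.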
Sm TGR block – inhibitors of Schistosoma mansoni thioredoxin glutathione reductase. Q962Y6. purified TGR, DTNB reduction, TNB absorbance 405 nm. Potency, µM (doses to about 114 µM), inactives show at the highest dose activity change, negative = inhibition, actives largely listed as inhibitors. 360,000 tested, 3% active; also: nearly all actives have a fitted effect of over 60% in size
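TGR 20 nM + NADPH 100 uM (dispensed conc.), cpd preinc 15 min RT; start with NADPH (500 uM addition) then DTNB (15 mM addition). Kinetic TNB absorbance, 405 nm filter. Four-parameter Hill fit across titration.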
HCV inhibitor – HCV inhibition; Huh7.5.1 HCVcc-Cre infection, luciferase reporter, 44 h; AID 651820; 340,000 tested, 3.4% active; Potency, µM (doses to about 41.8 µM), without a hit: at the top dose activity change, negative = inhibition, actives largely listed as inhibitors
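Seed cells (1,000/well) for 4 h; treat with compound and infect with HCVcc-Cre, moi about 0.5. Incubate 44 h, then detect luciferase activity.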
Pf growth 48h – P. falciparum growth inhibition at 48 hours (one generation) | P. falciparum luciferase growth in erythrocytes, 48 h | Potency, µM (doses to about 28.7 µM), without a hit: at the highest dose activity change, negative = inhibition, hits mostly inhibitors | 310,000 tested, 5.9% active
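Luciferase-expressing parasites in RBCs, 2% Hct / 0.1% parasitemia final; RPMI 1640 + 0.5% Albumax; 37 C, 5% CO2, one generation; luminescence read-out, lower signal = inhibition.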
TbPYK inhibitor – T. brucei pyruvate kinase inhibition | Potency, µM (series often up to 76.8 µM), without a hit: at the highest dose activity, negative = inhibition, actives largely listed as inhibitors | Q57TT1 | TbPYK enzyme, Kinase-Glo Plus ATP luminescence, 45 min | 410,000 tested, 0.12% active; also: nearly all actives have a fitted effect of over 50% in size
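T. brucei PYK with substrate was exposed to pin-transferred compounds across a concentration series, then started with 130 uM ADP (final). After 45 min at room temperature, Kinase-Glo Plus luminescence was read, normalized and curve-fitted.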
Active calls of the source: *; u = inconclusive; x = no result given; & = joins results of further samples; [ ] = dose if it differs, or a comment. Calls follow the shape of the dose curve; as a rule, active = well fitted curve in the direction sought with a large enough effect; inconclusive = small, poorly fitted or top-dose-only effect, or another doubt; inactive = no such curve, though single readings can be large; an effect the other way counts as inactive or inconclusive. % is scaled to controls: 0 for no effect and ±100 for the full control effect; potency is read from the fitted curve at half-maximal effect.

SMILES	LmPK inh	Pf growth 96h	Sm TGR block	HCV inhibitor	Pf growth 48h	TbPYK inhibitor
Cc1nnsc1C(=O)Nc1ccc(S(=O)(=O)N2CCC(C)CC2)cc1	10%	26%	-2%	u	-3%	0%
Cc1cc(C)c2c(C)[nH]nc2n1	-1%	31%[activator]	0%	8%	11%	0%
COc1ccc(N2C(=O)CC(NCc3cccc(F)c3)C2=O)cc1 (stereo unspecified)	-3%	-15%	0%	18%	15%	-25%
Cc1ccc(NNC(=O)CCc2ccccc2)c(C)c1	1%	-5%	-6%	2%	17%	4%
Cc1cccn2c(=O)c(C(=O)NCCCN3CCCCC3C)c(O)nc12 (stereo unspecified)	-2%	u	u	7%	10%	1%&-6%
COc1cccc(NC2c3ccccc3C(=O)N2Cc2ccco2)c1 (stereo unspecified)	7%	u	40µM*	u	x	-13%
CC(C)c1ccc(NC(=O)N(CCc2nc3ccccc3[nH]2)C2CCCC2)cc1	0%	u	-5%	u	u	3%
CCOC(=O)C1=NN(c2ccc(C)cc2)C2(S1)SC(C(C)=O)=C(C)N2c1ccccc1 (stereo unspecified)	1%	u	-17%	14µM*	u	-5%
CC1CCN(S(=O)(=O)c2ccc(C(=O)NC3CCS(=O)(=O)C3)cc2)CC1 (stereo unspecified)	x	11%	3%	-21%	22%	-3%
O=C(O)c1nn(CC(=O)N(C2CCCCC2)C2CCCCC2)c(=O)c2ccccc12	1%	15%	-9%	u	-6%	2%
Fc1ccc(-c2[nH]ncc2CN(CC2CCC2)CC2CCCO2)c(F)c1 (stereo unspecified)	3%	u	12%	-13%	-23%	7%
Cc1ccc(S(=O)(=O)NC(=O)COc2ccc([N+](=O)[O-])cc2)cc1	1%	32%[activator]	0%	16%	-18%	-6%
COc1ccccc1C/C(N)=N/OC(=O)c1cccc([N+](=O)[O-])c1C	-1%	33%[activator]	-13%	10µM*	9.3µM*	1%
Cn1cc(S(=O)(=O)NC2CCCC2)c(=O)n(C)c1=O	x	24%	-2%	-6%	7%	0%
O=C(Nc1cccc(S(=O)(=O)N2CCOCC2)c1)c1cnccn1	1%	26%	-3%	8%	53%[activator]	1%
CC(=O)c1cccc(NC(=O)Nc2ccccc2)c1	-1%	-2%	-11%	-10%	54%[activator]	3%
N=c1oc2cc(O)ccc2cc1C(=O)Nc1ccccn1	-8%	-2%	-10%	x	12%	x
CCS(=O)(=O)N1CCN(c2ccc([N+](=O)[O-])c(NCC3CCCO3)c2)CC1 (stereo unspecified)	4%	u	-3%	5%	-21%	1%
Cc1ccc2nc(SCC(=O)Nc3ccc(Br)cc3)nc(=O)n2c1	x	10%	4%	13%	15%	-2%
O=[N+]([O-])c1ccc(N2CCCCC2)cc1SCCO	0%	-10%	13%	-24%	-12%	-17%
CC(=O)N1CCN(S(=O)(=O)c2cccc(C(=O)Nc3ccccc3N3CCCC3)c2)CC1	x	u	-32%	-10%	u	-1%
Cc1ccc(S/C(=N\S(=O)(=O)c2ccc(Cl)cc2)c2ccccc2)cc1	-4%	28%	-5%	u	78%[activator]	9%
O=c1cc([O-])[n+]2c3n1CCCN3CCC2	-2%	18%	4%	-1%	-3%	-7%
CC1=CC(=O)CC(C)(C)C1(O)/C=C/C(C)=C/C(=O)O (stereo unspecified)	-13%	0%	-1%	16%	43%[activator]	-5%
Cc1[nH]c2ccccc2c1C(=O)C(C)OC(=O)C1CCC1 (stereo unspecified)	x	u	-13%	0%	4%	-3%
COc1ccc(-c2nnc(SCc3csc(N)n3)n2C)cc1	-1%	u	-3%	-3%	u	-6%
Cc1cc(C)cc(OCC(=O)NC2CCCc3ccccc32)c1 (stereo unspecified)	2%	8.3µM*	-3%	u	u	-5%
CC(=O)/C(N=Nc1ccc2c(c1)OCO2)=C(\C)O	-25%	157%[activator]	1%	-2%	176%[activator]	-2%
CC(C)(C)c1cc(C(=O)N2CCN(c3ncccn3)CC2)ccn1	0%	x	u	-12%	-14%	0%
COc1ccc(CCn2c(N)c(S(=O)(=O)c3cccs3)c3nc4ccccc4nc32)cc1OC	0%	u	-9%	u	9.3µM*	7%
O=C1N(CCCCN2C(=O)C3(OCCO3)c3ccccc32)c2ccccc2C12OCCO2	3%	7%	-2%	15%&-20%	0%	-5%
COCCCN(C(C)=O)c1nc(-c2ccccc2)cs1	0%	u	4%	13µM*	72%[activator]	-5%
CCN1C(=O)/C(=C2/SC(C)=C(C)N2CC)SC1=S	-1%	7%	3%	13%	33%[activator]	3%
Cc1ccccc1Nc1c(-c2ccccc2)nc2ncccn12	8%	7%	2%	19%	-20%	0%
N#CC1=C(N)C2=C(N3CCCCC3)CCCC2C1(C#N)C#N (stereo unspecified)	-9%	12µM*	u	-8%	5%	-6%
CCOc1ncccc1C(=O)NCCCSc1ccccc1	-3%	-14%	6%	-11%	-10%	1%
COc1ccc(Cn2c(-c3ccco3)nc3c(c(=O)c4ccccc4n3C)c2=O)cc1	0%	-2%	50µM*	u	11%	-6%
COCC(=O)Nc1nnc(CCc2ccccc2)s1	1%	-25%	24%	29%	14%	-5%
CN(C)CCSc1nnc2[nH]c3ccccc3c2n1	-1%	45%[activator]	-30%	3%	13%	-2%
O=C(O)c1c2c(nc3ccccc13)/C(=C/c1ccccc1[N+](=O)[O-])CCC2	-3%	-4%	-10%	4%	-4%	-2%
COc1cc(C2/C(=C(\O)c3ccc4c(c3)OCCO4)C(=O)C(=O)N2Cc2ccco2)cc(OC)c1OC (stereo unspecified)	1%	u	u	13%	-3%	5%
O=C(COc1ccc(Br)cc1F)NC1CCN(Cc2ccccc2)CC1	-1%	u	-28%	u	x	3%
CCn1c(SCC(=O)Nc2nnc(C)s2)nnc1C(C)NC(=O)c1ccccc1 (stereo unspecified)	0%	16%	13%	4%	-32%	0%
CN(C)S(=O)(=O)Oc1cccc(C(=O)Nc2ccc(Cl)c(Cl)c2)c1	1%	-1%	-15%	u	86%[activator]	2%
CCOC(=O)c1ccc(NC(=O)C(=O)NCc2ccc(/C=C(/C#N)C(=O)NCCOC)o2)cc1	-2%	-10%	6%	u	46%	-3%
O=c1[nH]c2cccnc2n1Cc1ccco1	3%	297%[activator]	-22%	-10%	23%	1%
Cc1ccc(S(=O)(=O)O/N=C2/CCCc3occc32)cc1	10%	61%[activator]	u	-7%	5%	4%
CCC(C)N(C(=O)COC(=O)c1ccccc1SCC(=O)N1CCCC1)C1CCS(=O)(=O)C1 (stereo unspecified)	-5%	2%	-19%	12%	15%	-2%
CCOC(=O)c1ccc(NC(=O)CCc2nc(-c3ccccc3Cl)no2)cc1	1%	-1%[5.75 µM]	9%	11µM*	-11%	-2%
Cc1ccc(C(=O)N/C(=C\c2ccco2)C(=O)NC2CCS(=O)(=O)C2)cc1 (stereo unspecified)	-2%	38%[activator]	32µM*	7%	12%	-2%
CC(Sc1n[nH]c(N)n1)C(=O)Nc1ccccc1-c1ccccc1 (stereo unspecified)	9%	-24%	-4%	-3%	4%	-1%
CCOC(=O)COC(=O)c1ccc(O)cc1	-1%	-14%	3%	2%	14%	-2%
O=C(Cn1ccccc1=O)NCc1ccc(F)cc1	-6%	18%	-2%	-1%	8%	2%
Cc1ccc(NC(=O)c2cc(=O)c3ccccc3o2)cc1	3%	-18%	15%	u	94%[activator]	-10%
CCC(C)C(NC(=O)c1ccccc1NC(=O)c1ccco1)C(=O)NNC(=O)c1ccc(OC)cc1 (stereo unspecified)	2%	8.3µM*	-5%	u	9.3µM*	5%
Nc1n[nH]c(-c2ccc(F)cc2)n1	-2%	-7%	8%	8%	19%	0%
O=C(NCCO)/C(=C\c1cccs1)NC(=O)c1cccs1	-2%	-8%	1%	22%	-4%	0%
COC(=O)Nc1sc2c(c1C(N)=O)CCC(C)C2 (stereo unspecified)	0%	-11%	-13%	u	2%	-22%
COc1ccc(S(=O)(=O)NC2CCCCCC2)cc1C(N)=O	-3%	64%[activator]	3%	21%	15%	-13%
CC(=O)Oc1ccc(N2C(=O)[C@@H]3[C@H](C2=O)[C@H]2c4ccccc4C=NN2[C@@H]3C(C)=O)cc1	-9%	18%	-31%	3%	15%	-6%

4 entries from above, as a markdown table:
| compound | LmPK inh | Pf growth 96h | Sm TGR block | HCV inhibitor | Pf growth 48h | TbPYK inhibitor |
| --- | --- | --- | --- | --- | --- | --- |
| CC(Sc1n[nH]c(N)n1)C(=O)Nc1ccccc1-c1ccccc1 (stereo unspecified) | 9% | -24% | -4% | -3% | 4% | -1% |
| CC(=O)Oc1ccc(N2C(=O)[C@@H]3[C@H](C2=O)[C@H]2c4ccccc4C=NN2[C@@H]3C(C)=O)cc1 | -9% | 18% | -31% | 3% | 15% | -6% |
| Cc1ccc(NC(=O)c2cc(=O)c3ccccc3o2)cc1 | 3% | -18% | 15% | u | 94%[activator] | -10% |
| Cc1ccc(S(=O)(=O)O/N=C2/CCCc3occc32)cc1 | 10% | 61%[activator] | u | -7% | 5% | 4% |

Complete entries, looked up by structure.
`Cc1ccc(C(=O)N/C(=C\c2ccco2)C(=O)NC2CCS(=O)(=O)C2)cc1` (stereo unspecified) is listed as LmPK inh = -2%; Pf growth 96h = 38%[activator]; Sm TGR block = 32µM*; HCV inhibitor = 7%; Pf growth 48h = 12%; TbPYK inhibitor = -2%
`CN(C)CCSc1nnc2[nH]c3ccccc3c2n1` is listed as LmPK inh = -1%; Pf growth 96h = 45%[activator]; Sm TGR block = -30%; HCV inhibitor = 3%; Pf growth 48h = 13%; TbPYK inhibitor = -2%
`CCOC(=O)c1ccc(NC(=O)CCc2nc(-c3ccccc3Cl)no2)cc1` is listed as LmPK inh = 1%; Pf growth 96h = -1%[5.75 µM]; Sm TGR block = 9%; HCV inhibitor = 11µM*; Pf growth 48h = -11%; TbPYK inhibitor = -2%

Additional structures follow.
SMILES	LmPK inh	Pf growth 96h	Sm TGR block	HCV inhibitor	Pf growth 48h	TbPYK inhibitor
CCN1CCN(c2ccc(Cl)cc2NC(=O)c2ccc(-n3nc(C)cc3C)cc2)CC1	x	u	-7%	u	4.1µM*	5%
Cn1c2[n+](c3ccc(Cl)cc3c1=O)Cc1ccccc1-2	-6%	24%	1%	0%	-10%	-1%
O=C(CCCOc1ccc(Cl)cc1Cl)N1CCN(c2ccccn2)CC1	0%	x	3%	-15%	u	-4%
C/C(=N/Oc1nc(C)cc(C)n1)c1ccc(F)cc1	0%	7%	21%	16%	38%[activator]	-3%
CCn1cc(C(=O)N2CCN(c3ccc(OC)cc3)CC2)c2cc(OC)c(OC)cc2c1=O	12%	119%[activator]	10%&2%	9%	u	3%&1%
CS(=O)(=O)N1CCC(c2noc(-c3ccc(C(F)(F)F)cc3)n2)CC1	2%	u	8%	-5%	4%	2%
CCOc1ccc2nc(SCC(=O)N(C)C)[nH]c2c1	13%	204%[activator]	0%	13%	x	1%
CCc1ccc(OCC(=O)NNC(=O)Cc2ccc(S(=O)(=O)N3CCOCC3)s2)cc1	x	-18%	5%	8%	u	0%
CCCS(=O)(=O)N1CCC(C(=O)NCCCN2CCCC2=O)CC1	-2%	19%	4%	15%	1%	-8%
O=S(=O)(c1ccc(Oc2ccc(-c3nnco3)cc2)nc1)N1CCC(Cc2ccccc2)CC1	2%	55%[activator]	-19%	-8%&-7%	-4%	1%
O=C(Nc1ccc(N2CCN(c3ccc(O)cc3)CC2)cc1)Oc1ccccc1	-23%	x	-16%	6%	13%	2%
O=C(O)CCC(=O)NNC(=O)c1cccs1	4%	34%[activator]	-28%	23%	8%	3%
CC1CCCCC12NC(=O)N(CC(=O)Nc1sccc1C(N)=O)C2=O (stereo unspecified)	x	34%[activator]	0%	11%	7%	2%
Cc1nnc(SCC(=O)NCc2ccc(F)cc2)[nH]c1=O	7%	13%	4%	17%	9%	-7%

Assay outcomes deposited in PubChem by National Center for Advancing Translational Sciences (NCATS).
